# Screening results as filed in PubChem BioAssay.
# TDP1 cell noCPT = qHTS for Inhibitors of human tyrosyl-DNA phosphodiesterase 1 (TDP1): qHTS in cells in absence of CPT; DT40 Tdp1-/- hTDP1 cells, no CPT, ATP luminescence, 48 h; Potency, µM (titrated, usually from 46.2 µM), for the others: at the highest dose activity change, negative = growth inhibition, usual class: inhibitors; 15% of 420,000 active; note: nearly all actives have a fitted effect of over 55% in size
#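 Camptothecin absent (DMSO only). Human TDP1-complemented DT40 knockout cells, 400 cells/well, 37 °C for minimum 48 hr; ATP measured via CellTiter-Glo, 30 min dark incubation, luminescence.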
# GCN5L2 inh = qHTS Assay for Inhibitors of GCN5L2. Histone acetyltransferase KAT2A (Homo sapiens), Q92830. GCN5L2 HAT assay, ThioGlo1 CoA-SH fluorescence. Potency, µM (doses to about 58.9 µM), for inactives: top-dose activity change, negative = inhibition, actives largely listed as inhibitors. 0.21% of 390,000 active. AID 504327, 2011
# Target sequence (Q92830 whole entry, looked up): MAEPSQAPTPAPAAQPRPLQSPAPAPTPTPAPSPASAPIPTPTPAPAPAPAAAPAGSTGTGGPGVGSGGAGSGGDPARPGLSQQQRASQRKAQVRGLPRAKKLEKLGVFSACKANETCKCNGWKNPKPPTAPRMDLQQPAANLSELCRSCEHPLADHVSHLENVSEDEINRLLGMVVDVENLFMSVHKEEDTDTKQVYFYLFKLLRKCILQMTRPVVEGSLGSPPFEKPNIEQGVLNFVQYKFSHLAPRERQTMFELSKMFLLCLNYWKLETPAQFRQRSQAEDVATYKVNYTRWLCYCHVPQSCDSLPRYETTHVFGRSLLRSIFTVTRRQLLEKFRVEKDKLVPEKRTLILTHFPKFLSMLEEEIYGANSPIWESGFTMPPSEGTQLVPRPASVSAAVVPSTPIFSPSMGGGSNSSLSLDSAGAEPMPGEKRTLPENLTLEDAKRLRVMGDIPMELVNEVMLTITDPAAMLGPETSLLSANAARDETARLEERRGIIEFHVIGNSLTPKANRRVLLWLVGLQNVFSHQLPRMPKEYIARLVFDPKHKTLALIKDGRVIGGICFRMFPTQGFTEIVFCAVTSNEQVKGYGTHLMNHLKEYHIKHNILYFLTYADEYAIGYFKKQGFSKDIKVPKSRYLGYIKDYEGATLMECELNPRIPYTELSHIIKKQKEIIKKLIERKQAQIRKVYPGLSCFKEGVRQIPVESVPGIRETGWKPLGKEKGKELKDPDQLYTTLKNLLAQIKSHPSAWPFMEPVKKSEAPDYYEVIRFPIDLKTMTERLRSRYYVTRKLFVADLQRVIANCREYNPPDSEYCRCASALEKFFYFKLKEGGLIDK
#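 GCN5L2 (20 nM) in 50mM HEPES pH 7.5, 0.1mM EDTA, 0.01% Tween-20 preincubated 15 min with compounds at room temperature. Reaction started with H3(1-25) 75uM, acetyl-CoA 70uM, ThioGlo1 50uM; CoA-thiol fluorescence (Ex340/Em540) read at 0 and 20 min.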
# DT40 TDP1 CPT = qHTS for Inhibitors of human tyrosyl-DNA phosphodiesterase 1 (TDP1): qHTS in cells in presence of CPT; Potency, µM (top dose mostly 46.2 µM), for inactives: at the top dose activity change, negative = growth inhibition, hits mostly inhibitors; AID 686979, 2013; chicken DT40 Tdp1-/-;hTDP1 cells + 20 nM CPT, ATP luminescence, 48 h; 12% of 420,000 active; note: nearly all actives have a fitted effect of over 55% in size
#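 Chicken DT40 Tdp1-/- cells stably complemented with human TDP1 were seeded at 400 cells/well in medium containing 20 nM camptothecin, exposed to pin-transferred compounds, and grown at 37 °C for at least 48 hr. Viability was read as ATP luminescence.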
# Active calls of the source: *; ? = inconclusive; nt = not tested or not shown; & = joins results of further samples; [ ] = dose if it differs, or a comment. Calls come from the whole dose curve; as a rule, active = well fitted curve in the direction sought with a large enough effect; inconclusive = small, poorly fitted or top-dose-only effect, or another doubt; inactive = no such curve, though single readings can be large; an effect the other way counts as inactive or inconclusive. % is set by controls: 0 for no effect and ±100 for the full control effect; potency is the fitted concentration of half-maximal effect.
SMILES,TDP1 cell noCPT,GCN5L2 inh,DT40 TDP1 CPT
N#Cc1cc(Cl)c(N2CCOCC2)cc1C#N,-29%,-10%,-15%
CCC(C(=O)NC1CCCC1)n1c(C2CCCC2)nc2ccccc21 (centres undefined),?,nt,-25%
Cc1c(F)cccc1NS(=O)(=O)c1ccc2c(c1)NC(=O)CO2,-15%,-1%,8%
CN(C)c1ccc(NC(=O)CC(NCc2ccccn2)C(=O)O)cc1 (centres undefined),-1%,0%,-4%
CC(=O)Oc1ccc(/C=N/NC2=NS(=O)(=O)c3ccccc32)cc1,4%,-9%,-8%
COc1ccc(C2=NOC(C(=O)O)C2)cc1 (centres undefined),6%,-3%,1%
CN(C)C(CNC(=O)c1ccc(NS(=O)(=O)c2ccc(F)c(F)c2)cc1)c1ccccc1 (centres undefined),-3%,-2%,0%
COc1ccc(N2CCN(S(=O)(=O)CCNC(=O)c3cc(=O)c4ccccc4o3)CC2)cc1,2%&-10%,-2%&3%,-20%&15%
COC(=O)C1=C(C)N=C2SC(C)C(=O)N2C1/C=C/c1ccccc1 (centres undefined),-13%,-3%,-2%
NC(N)=NC(N)=Nc1ccc(O)cc1,2%,-2%,12%
Cc1ccc(N(C(=O)c2csnn2)C(C(=O)NC2CCCC2)c2ccccn2)c(C)c1 (centres undefined),-22%,0%,2%
CC(=O)NCCOc1nc(N(C)C)nc(N(C)C)n1,2%,2%,1%
CN(/N=C/c1ccc(C(C)(C)C)cc1)C1=NCCN1,9%,0%,24%
O=[N+]([O-])c1ccc(-c2cccnc2)cc1,-18%,nt,16%
CSc1nsc(SCC(=O)NC2CCCCC2)n1,4%,-4%,7%
Cc1occc1-c1nnc(SCC(=O)N(C)CCC#N)n1N,1%,0%,11%
CC1CCCCC1NC(=O)NC(=O)COC(=O)c1cncc(Br)c1 (centres undefined),12%,-2%,-9%
Cc1cccc(NC(=O)CN2CCc3cc4c(cc3C2)OCCCO4)c1,1%,0%,-18%
Cc1cc(C)c2c(=O)n3c(nc2c1)C(Cc1ccccc1)NC(=O)c1cc2ccccc2cc1-3 (centres undefined),?,nt,?
CC1=CC(C)C(C(=O)O)C(C(=O)N2CCN(C)CC2)C1 (centres undefined),-6%,1%,-21%

# Brought forward from above: 4 compounds, then new ones.
SMILES,TDP1 cell noCPT,GCN5L2 inh,DT40 TDP1 CPT
CC1CCCCC1NC(=O)NC(=O)COC(=O)c1cncc(Br)c1 (centres undefined),12%,-2%,-9%
Cc1cccc(NC(=O)CN2CCc3cc4c(cc3C2)OCCCO4)c1,1%,0%,-18%
Cc1cc(C)c2c(=O)n3c(nc2c1)C(Cc1ccccc1)NC(=O)c1cc2ccccc2cc1-3 (centres undefined),?,nt,?
CC1=CC(C)C(C(=O)O)C(C(=O)N2CCN(C)CC2)C1 (centres undefined),-6%,1%,-21%
COc1ccc(CCNC(=O)c2cc3sccc3n2Cc2ccc(Cl)cc2)cc1OC,15µM*,-6%,13µM*
COc1ccc(-n2c(C)cc(/C=C3\C(=N)N4N=C(CC(=O)N5CCOCC5)SC4=NC3=O)c2C)cc1,-21%,?,-3%
O=C(O)C1(c2ccccc2)CCN(S(=O)(=O)c2ccc(F)c(F)c2)CC1,0%,-10%,-15%
COc1ncccc1-c1nnn(-c2ccc(Cl)c(Cl)c2)n1,-16%,1%,-14%
COc1ccc(N2CCN(C(CNC(=O)c3ccc4c(c3)OCO4)c3cccnc3)CC2)cc1 (centres undefined),?,3%,-26%
Cc1cccc(N2C(=O)C3CC3C2=O)c1 (centres undefined),-6%,0%,-2%
N/C(CS(=O)(=O)c1ccccn1)=N\OC(=O)c1ccc(Cl)cc1,-22%,-7%,6%
CC(C)OC(=O)N(C)C[C@@H]1OCc2cnnn2CCCC(=O)N([C@@H](C)CO)C[C@H]1C,4%,nt,14%
C/C(=N\NC(=O)Cc1ccccc1Cl)c1cccnc1,16%,-35%,-14%
CN1CCCC1(C)C(=O)NCc1ccc(F)cc1Cl (centres undefined),-17%,nt,2%
CN(Cc1nccn1C)C(=O)CCc1nnc(CCC2CCCCC2)o1,-5%,22%,0%
NC(=O)CCCC1=NS(=O)(=O)c2ccccc2N1,3%,19%,-9%
COc1ccc(-c2nc3ccccc3c(=O)n2NC(=O)c2cccnc2Cl)cc1OC,24%,-5%,17%
COc1ccc(/C=C/C(=O)Nc2ccc(C)c(S(=O)(=O)N3CCOCC3)c2)cc1,18µM*,-9%,?
CC(C)(C)NC(=O)C[n+]1ccc(C(N)=O)cc1,25%,-2%,-7%
Cc1cc2ccccn2c1C(=O)Nc1cccc(Cl)c1,?,-9%,-7%
CC(=O)C1=C(C)NC(SCc2cccc([N+](=O)[O-])c2)=C(C#N)C1c1ccco1 (centres undefined),?,0%,?
O=[N+]([O-])c1ccc(NC(=S)NCC(c2cccnc2)N2CCOCC2)cc1 (centres undefined),?,-5%,?
CCOC(=O)C(=NC1CCS(=O)(=O)C1)NNc1cc(Cl)ccc1Cl (centres undefined),-16%,12%,-4%
O=c1ccn(-c2ccccc2)[nH]1,-11%,-4%,14%

# As entered above:
# `Cc1cc2ccccn2c1C(=O)Nc1cccc(Cl)c1` in DT40 TDP1 CPT: -7%
# `O=C(O)C1(c2ccccc2)CCN(S(=O)(=O)c2ccc(F)c(F)c2)CC1` in GCN5L2 inh: -10%
# `NC(=O)CCCC1=NS(=O)(=O)c2ccccc2N1` in GCN5L2 inh: 19%
# `COc1ccc(/C=C/C(=O)Nc2ccc(C)c(S(=O)(=O)N3CCOCC3)c2)cc1` in GCN5L2 inh: -9%
# `O=[N+]([O-])c1ccc(NC(=S)NCC(c2cccnc2)N2CCOCC2)cc1` (centres undefined) in GCN5L2 inh: -5%

# Next records:
SMILES,TDP1 cell noCPT,GCN5L2 inh,DT40 TDP1 CPT
CCOc1ccc2oc(=O)cc(CN3CCN(C(=O)c4ccco4)CC3)c2c1,0%,-24%,-2%
COC(=O)c1ccc(N(CC(=O)NC2CCCCC2)C(=O)CNC(=O)c2ccco2)cc1,-21%,-2%,0%
CC1CCCC(C)N1C(=O)COC(=O)CCc1nc2ccccc2c(=O)[nH]1 (centres undefined),0%,2%,6%
O=C(NCCCn1ccnc1)C(=O)NCC(c1cccnc1)N1CCN(c2ccc(F)cc2)CC1 (centres undefined),?,-2%,?
CC(C)Oc1cc(S(=O)(=O)N2CCCCC2)ccc1N,-22%,-4%,-23%
CCOC(=O)CNC(=O)COc1ccc(Cl)cc1Br,-5%,1%,-22%
COc1ccc(NC(=O)c2cccc(S(=O)(=O)Nc3ccc(Br)cc3)c2)cn1,23µM*,5%,?
CC1CCCCN1S(=O)(=O)c1ccc(C(=O)N(CCCN(C)C)c2nc3cc4c(cc3s2)OCO4)cc1 (centres undefined),-7%,2%,-29%
O=C1CC(SCCO)C(=O)N1c1ccc(Oc2ccccc2)cc1 (centres undefined),-8%,-4%,-18%
CN(C)C(=O)CNC(=O)CN1C(=O)NC2(CCCc3sccc32)C1=O (centres undefined),6%,-4%,-4%
CN(C)CCCN(C(=O)c1ccc(S(=O)(=O)N2CCc3ccccc3C2)cc1)c1nc2c(F)cc(F)cc2s1,?,-10%,?
COc1ccc(C(=O)NCCS(=O)(=O)NCc2ccc(C)cc2)cc1,-26%,-3%,8%
CCn1c(-c2ccccc2F)nc2cc(C(=O)NC(c3ccccn3)C(F)(F)F)cc(NC(C)=O)c21 (centres undefined),-13%,nt,7%[9.04 µM]
Cn1c(CC(=O)Nc2ccccc2)nnc1SCC(=O)c1ccccc1,1%,-29%,3%
COc1ccc(C(=O)Cc2ccccc2C(=O)O)cc1,-8%,nt,-18%
C[N+](C)(C)CCN1CCc2ccccc21,-19%,nt,-6%
CCOCCCNC(=O)C(NC(=O)c1ccc(=O)[nH]c1)c1ccccc1 (centres undefined),-10%,0%,18%
COc1ccccc1CNCC(=O)Nc1ccccc1-n1cccc1,-12%,1%,-5%
Cc1nc(-c2ccc(C(=O)O)cc2)cs1,-3%,1%,4%
COc1ccc(NC(=S)N2CCCC2c2ccc(OC)c(OC)c2)cc1 (centres undefined),-16%,-7%,-6%
Cc1csc(=O)n1CCC(=O)OCC(=O)Nc1ccc(C(N)=O)cc1,0%,4%,-9%
O=C(O)c1ccccc1C(=O)OCC1CCC(=NO)CC1 (centres undefined),-16%,nt,5%
CCOc1cccc(CN2CCN(CCc3ccccc3)C(CCO)C2)c1O (centres undefined),-17%,-28%,-20%
O=c1cc(-c2ccco2)nc(-c2cccs2)o1,-19%,-2%,-2%
Cc1ncc(COP(=O)(O)O)c(C=O)c1O,-12%,-12%,-8%
O=C(COC(=O)c1ccc2ncsc2c1)NCc1ccccc1Cl,-17%,-8%,6%
CCOc1ccccc1NC(=O)CSc1ccc2nnc(-c3cccnc3)n2n1,-14%,2%,-9%
COC(=O)c1ccccc1NC(=O)Oc1ccc(C(C)C)cc1,-1%,-4%,-21%
Clc1cccc(C2Nc3cccc4cccc(c34)N2)c1Cl,-14%,-18%,-18%
N#Cc1nc(-c2ccccc2F)oc1NCCN1CCOCC1,-16%,-15%,?
O=C1NCCCCC1NS(=O)(=O)c1cccc(C(F)(F)F)c1 (centres undefined),-14%,-5%,2%
Cc1cc(C)n(-c2nnc3n2N=C(c2ccccc2)CS3)n1,-1%,5%,-5%
Cc1ccccc1C(=O)Nc1c(C(=O)N(CCN(C)C)Cc2ccco2)oc2ccccc12,?,-3%,?
CC(=O)Nc1cccc(N(C(=O)C2COc3ccccc3O2)C(C(=O)NC2CCCCC2)c2cn(C)nc2C)c1 (centres undefined),4%,0%,1%
CCCc1cc(=O)oc2cc(C)cc(OCC(=O)NC(Cc3ccc(Cl)cc3)C(=O)O)c12 (centres undefined),-1%,?,-2%
Nc1nnc(CSCc2ccc(Cl)cc2Cl)s1,7%,-19%,17%
CN(C)CCCNc1ncnc2scc(-c3ccccc3)c12,?,0%,1%
Cc1cc(C)nc(-n2nc(C)cc2NC(=O)CN2CCC(C)CC2)n1,5.8µM*,-3%,5.2µM*
CCOc1ccccc1NC(=O)N1CCC(N2CCN(Cc3ccccc3)C(=O)C2=O)CC1,2%,2%,-16%
O=C(NNC(=O)c1ccccc1F)c1ccc2nc[nH]c2c1,16%,-14%,-15%

# Part of the list above, reformatted:
SMILES	TDP1 cell noCPT	GCN5L2 inh	DT40 TDP1 CPT
Cc1csc(=O)n1CCC(=O)OCC(=O)Nc1ccc(C(N)=O)cc1	0%	4%	-9%
O=C(O)c1ccccc1C(=O)OCC1CCC(=NO)CC1 (centres undefined)	-16%	nt	5%
CCOc1cccc(CN2CCN(CCc3ccccc3)C(CCO)C2)c1O (centres undefined)	-17%	-28%	-20%
O=c1cc(-c2ccco2)nc(-c2cccs2)o1	-19%	-2%	-2%
Cc1ncc(COP(=O)(O)O)c(C=O)c1O	-12%	-12%	-8%
O=C(COC(=O)c1ccc2ncsc2c1)NCc1ccccc1Cl	-17%	-8%	6%

# Quoted from the listing for reference:
SMILES,TDP1 cell noCPT,GCN5L2 inh,DT40 TDP1 CPT
COC(=O)c1ccccc1NC(=O)Oc1ccc(C(C)C)cc1,-1%,-4%,-21%
Clc1cccc(C2Nc3cccc4cccc(c34)N2)c1Cl,-14%,-18%,-18%
N#Cc1nc(-c2ccccc2F)oc1NCCN1CCOCC1,-16%,-15%,?

# More records follow.
SMILES,TDP1 cell noCPT,GCN5L2 inh,DT40 TDP1 CPT
CCOC(=O)c1ccc(N2C(=O)C=C(N3CCOCC3)C2=O)cc1,9%,-20%,3%
O=C(/C=C/Nc1ccccc1Br)c1ccccn1,?,nt,?
O=C(COC(=O)c1ccc2[nH]c3c(c2c1)CCCC3)NC1CCS(=O)(=O)C1 (centres undefined),?,-1%,?
COc1ccccc1N1CC(C(=O)Nc2cc(C(F)(F)F)ccc2N2CCCC2)CC1=O (centres undefined),-30%,-3%,-11%
Nc1cccc2c1C(=O)N(Cc1nnc(-c3ccccc3Br)o1)C2=O,-16%,-11%,?
CCOCCCNC(=S)N1CCN(C(=O)C(=O)Nc2ccc(C(=O)OC)cc2)CC1,-20%,21%,-24%
CCOC(=O)C1CCN(C(=O)CN2C(=O)NC(C)(c3ccc4cc(OC)ccc4c3)C2=O)CC1 (centres undefined),10µM*,-2%,18µM*
CS(=O)(=O)Nc1ccc(C(=O)Nc2ccc3c(c2)OCO3)cc1,4%,-1%,5%
COc1ccc(C(=O)c2cc3cccc(OC)c3o2)cc1,7%,-19%,-22%
